FEN1 inhibitor: qHTS Assay for the Inhibitors of Human Flap endonuclease 1 (FEN1); P39748; Recombinant FEN1 flap cleavage, fluorescence, 15 min; Potency, µM (highest dose often 114 µM), without a hit: at the top dose activity change, negative = inhibition, hits mostly inhibitors; 390,000 compounds, 0.35% hits; note: nearly all actives have a fitted effect of over 65% in size
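Recombinant FEN1 (10 nM) was preincubated with pin-transferred compounds for 15 min at room temperature, then flap DNA substrate (50 nM final) was added. Plates were read at 0 and 15 min, and normalized concentration–response data were fitted to a four-parameter Hill equation.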
TDP1 cell CPT: qHTS for Inhibitors of human tyrosyl-DNA phosphodiesterase 1 (TDP1): qHTS in cells in presence of CPT | chicken DT40 Tdp1-/-;hTDP1 cells + 20 nM CPT, ATP luminescence, 48 h | AID 686979, 2013 | 420,000 compounds, 12% hits | Potency, µM (doses to about 46.2 µM), for the others: at the highest dose activity change, negative = growth inhibition, hits mostly inhibitors; note: nearly all actives have a fitted effect of over 55% in size
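Cell growth measured by CellTiter-Glo luminescence after a minimum 48 h, 37 C compound exposure with 20 nM CPT in Tdp1-knockout DT40 cells stably expressing hTDP1, seeded 400/well; qHTS titration format.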
GCN5L2 inh: qHTS Assay for Inhibitors of GCN5L2 | GCN5L2 HAT assay, ThioGlo1 CoA-SH fluorescence | Histone acetyltransferase KAT2A (Homo sapiens), Q92830 | 390,000 compounds, 0.21% hits | AID 504327, 2011 | Potency, µM (series often up to 58.9 µM), for the others: at the top dose activity change, negative = inhibition, hits mostly inhibitors
Target sequence (Q92830 whole entry, looked up): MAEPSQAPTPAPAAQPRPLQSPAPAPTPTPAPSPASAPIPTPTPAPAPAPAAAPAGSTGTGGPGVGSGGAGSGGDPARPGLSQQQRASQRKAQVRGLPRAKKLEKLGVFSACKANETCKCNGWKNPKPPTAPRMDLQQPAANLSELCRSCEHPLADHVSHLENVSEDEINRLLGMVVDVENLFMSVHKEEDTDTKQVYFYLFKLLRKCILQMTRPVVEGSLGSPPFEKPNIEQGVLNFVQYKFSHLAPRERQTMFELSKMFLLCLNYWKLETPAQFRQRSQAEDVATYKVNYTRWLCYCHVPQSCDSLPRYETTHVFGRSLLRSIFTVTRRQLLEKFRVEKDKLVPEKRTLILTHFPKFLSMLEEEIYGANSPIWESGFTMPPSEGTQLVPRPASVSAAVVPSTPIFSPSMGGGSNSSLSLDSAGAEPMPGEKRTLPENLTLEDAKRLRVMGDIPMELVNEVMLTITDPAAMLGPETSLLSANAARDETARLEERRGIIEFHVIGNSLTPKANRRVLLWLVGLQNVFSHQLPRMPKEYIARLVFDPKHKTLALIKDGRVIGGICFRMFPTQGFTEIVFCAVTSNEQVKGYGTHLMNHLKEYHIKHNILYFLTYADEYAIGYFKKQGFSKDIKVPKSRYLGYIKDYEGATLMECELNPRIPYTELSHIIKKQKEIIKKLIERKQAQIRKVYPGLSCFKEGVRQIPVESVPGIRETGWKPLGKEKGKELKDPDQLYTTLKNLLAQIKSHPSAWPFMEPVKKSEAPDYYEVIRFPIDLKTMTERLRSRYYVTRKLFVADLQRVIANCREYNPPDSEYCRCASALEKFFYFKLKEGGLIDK
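ThioGlo1-coupled HAT assay: 20nM GCN5L2, 70uM acetyl-CoA, 75uM H3(1-25) peptide, pH 7.5. Fluorescence read at 340/540nm at start and after 20 min at room temperature.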
The depositor's hits bear a star; u = inconclusive; x = not tested or not shown; [ ] = remark or other dose. Calls come from the whole dose curve; as a rule, active = well fitted curve in the direction sought with a large enough effect; inconclusive = small, poorly fitted or top-dose-only effect, or another doubt; inactive = no such curve, though single readings can be large; an effect the other way counts as inactive or inconclusive. % is set by controls: 0 for no effect and ±100 for the full control effect; potency is the fitted concentration of half-maximal effect.

Preview:
Compound | FEN1 inhibitor | TDP1 cell CPT | GCN5L2 inh
CC(NCC(=O)NCCc1ccc(S(N)(=O)=O)cc1)c1ccc(F)cc1 (stereo unspecified) | 3% | -8% | -2%
COc1ccc(COC(=O)c2ccc(S(=O)(=O)N3CCCCC3)cc2)cc1OC | -2% | -4% | 0%
CCOC(=O)C(O)(CC(=O)Nc1cc(F)ccc1C)C(F)(F)F (stereo unspecified) | 3% | -1% | 3%
NC(=O)C1CCCN(S(=O)(=O)c2ccccc2)C1 (stereo unspecified) | -3% | 4% | -7%
CC1(C(=O)NC2CCCCC2)CCC(=O)N1Cc1ccc2c(c1)OCO2 (stereo unspecified) | -9% | -3% | u

The whole of this part (from the top)
Compound | FEN1 inhibitor | TDP1 cell CPT | GCN5L2 inh
CC(NCC(=O)NCCc1ccc(S(N)(=O)=O)cc1)c1ccc(F)cc1 (stereo unspecified) | 3% | -8% | -2%
COc1ccc(COC(=O)c2ccc(S(=O)(=O)N3CCCCC3)cc2)cc1OC | -2% | -4% | 0%
CCOC(=O)C(O)(CC(=O)Nc1cc(F)ccc1C)C(F)(F)F (stereo unspecified) | 3% | -1% | 3%
NC(=O)C1CCCN(S(=O)(=O)c2ccccc2)C1 (stereo unspecified) | -3% | 4% | -7%
CC1(C(=O)NC2CCCCC2)CCC(=O)N1Cc1ccc2c(c1)OCO2 (stereo unspecified) | -9% | -3% | u
C=C1[C@@H](O)CN(Cc2ccc(OC)cc2)S1(=O)=O | -1% | u | x
CC(C)C[C@H](NC(=O)c1nc[nH]c1C(=O)N1CCN(c2ccccc2)CC1)C(=O)OCc1ccccc1 | -26% | -30% | -7%
CCn1c(=O)c(C(=O)NCc2ccc3c(c2)OCO3)c(O)c2ccccc21 | -2% | u | -27%
COc1ccc(NC(=O)C(C)N2CCN(C)CC2)cc1 (stereo unspecified) | -1% | -6% | 1%
COc1cc(C2c3sc(=O)[nH]c3SC3C(=O)N(c4ccc(Br)cc4)C(=O)C32)ccc1O (stereo unspecified) | 7% | 1% | u
COc1ccc(C(=O)NC(C)c2nnc(SCC(=O)NC3=NCCS3)n2C)cc1 (stereo unspecified) | 1% | -8% | -1%
CCn1c2ccccc2c2cc(NC(=O)COc3cc(C)c(Cl)c(C)c3)ccc21 | -2% | -9% | 0%
Cc1ccc(C)c(N(C(=O)Cn2nnc(-c3cccs3)n2)C(C(=O)NC2CCCC2)c2ccncc2)c1 (stereo unspecified) | 2% | -3% | -4%
CC(=O)C[C@@H](O)CC(=O)[C@H]1OC(=O)CCCCCc2ccccc21 | 18% | 6% | -2%
COc1ccc(CCNC(=O)Cn2c(=O)c3cccn3c3cccnc32)c(OC)c1OC | -1% | -20% | -31%
O=C(Nc1ccc(F)c(F)c1)C1=COCCO1 | 5% | -5% | 0%
COc1ccc(NC(=O)CC(c2ccc(F)cc2)c2ccc(OC)cc2)cc1 (stereo unspecified) | -7% | u | -1%
CN1C(CC(=O)Nc2ccc(Cl)cc2Cl)c2ccccc2CC1(C)C (stereo unspecified) | 0% | 10µM* | -2%
C=CCNC(=O)/C(C#N)=C/c1c(N2CCN(c3cccc(Cl)c3)CC2)nc2c(C)cccn2c1=O | -15% | u | -10%
CC(C)(C)S(=O)c1cccs1 (stereo unspecified) | 1% | -2% | 1%

A different layout for part of the listing above.
Results follow in this order: FEN1 inhibitor	TDP1 cell CPT	GCN5L2 inh
CC(NCC(=O)NCCc1ccc(S(N)(=O)=O)cc1)c1ccc(F)cc1 (stereo unspecified)
    3%	-8%	-2%
COc1ccc(COC(=O)c2ccc(S(=O)(=O)N3CCCCC3)cc2)cc1OC
    -2%	-4%	0%
CCOC(=O)C(O)(CC(=O)Nc1cc(F)ccc1C)C(F)(F)F (stereo unspecified)
    3%	-1%	3%

Fetched by compound from above:
Compound | FEN1 inhibitor | TDP1 cell CPT | GCN5L2 inh
COc1cc(C2c3sc(=O)[nH]c3SC3C(=O)N(c4ccc(Br)cc4)C(=O)C32)ccc1O (stereo unspecified) | 7% | 1% | u
CC1(C(=O)NC2CCCCC2)CCC(=O)N1Cc1ccc2c(c1)OCO2 (stereo unspecified) | -9% | -3% | u
COc1ccc(NC(=O)CC(c2ccc(F)cc2)c2ccc(OC)cc2)cc1 (stereo unspecified) | -7% | u | -1%
CCn1c2ccccc2c2cc(NC(=O)COc3cc(C)c(Cl)c(C)c3)ccc21 | -2% | -9% | 0%
CC(NCC(=O)NCCc1ccc(S(N)(=O)=O)cc1)c1ccc(F)cc1 (stereo unspecified) | 3% | -8% | -2%

Continued.
Compound | FEN1 inhibitor | TDP1 cell CPT | GCN5L2 inh
CC(C)(C)NC(=O)C(c1ccco1)N(C(=O)Cn1nnc(-c2ccc(F)cc2)n1)c1ccccc1F (stereo unspecified) | -5% | 29µM* | -10%
O=C(CN1C(=O)CCC1=O)Nc1nc(-c2ccc(Oc3ccccc3)cc2)cs1 | -22% | -22% | -13%
O=c1c(-c2cc(O)c(O)c(O)c2)coc2cc(O)c(O)c(O)c12 | x | u | u
CCN(CC)CC(O)CCCCCCCCC(=O)OC (stereo unspecified) | 8% | 1% | -12%
CCCCn1c(N)c(N(Cc2ccccc2OC)C(=O)COc2ccc(F)cc2Cl)c(=O)[nH]c1=O | -3% | 1% | -3%
O=C(Nc1ccc(F)cc1F)C1CCCN(c2ncnc3c2nc2n3CCCCC2)C1 (stereo unspecified) | -8% | 13µM* | -6%
CC(Sc1nnc(N)s1)C(=O)Nc1ccc2c(c1)OCCO2 (stereo unspecified) | 21% | 15% | 2%
O=C(c1c(F)cccc1F)N1CCN(S(=O)(=O)c2ccc3c(c2)OCCO3)CC1 | -4% | x | -1%
CCCSc1ccc2nc(-c3ccccc3)cn2c1 | -22% | 18µM* | 15%
CCCCCCC(=O)N(O)C1CC(=O)N(c2ccc(F)cc2)C1=O (stereo unspecified) | -5% | 1.6µM* | -23%
CCOc1ccc(CNC(=O)c2c(C)nn(-c3ccc(F)cc3)c2-n2cccc2)cc1 | 7% | x | -7%
O=C(CNC(=O)c1ccc2c(c1)OCO2)N/N=C(Br)/C=C/c1ccccc1 | -3% | 2.6µM* | -18%
CCCCc1nnc(NC(=O)CCS(=O)(=O)Cc2ccccc2)s1 | 0% | -26% | -5%
CC(=O)Nc1cccc(-c2csc(N)n2)c1 | -16% | 3% | -5%
CC1CC(C)(C)CC2(C1)NC(=O)N(CC(=O)N(Cc1ccccc1)c1ccccc1)C2=O (stereo unspecified) | -4% | u | -17%
CCc1ccc(OCC(=O)N(Cc2cccs2)C2CCS(=O)(=O)C2)cc1 (stereo unspecified) | 33%[activator] | -21% | 3%
Cc1cccc(OCC(=O)Nc2ccc(-c3nc4cc(C)ccc4o3)c(O)c2)c1 | -16% | 15µM* | -23%
CC(=O)Nc1ccc(NC(=O)CSc2ccc(-c3ccco3)nn2)cc1 | -2% | -26% | -12%
Cc1cccc(C(=O)NNC(=O)c2ccco2)c1O | -6% | 0% | x
CCN(CC)S(=O)(=O)c1cccc(C(=O)Nc2sc3c(c2C#N)CCC(C)C3)c1 (stereo unspecified) | -2% | -27% | -2%
COc1cc(C(=O)CSc2nncn2C)cc(OC)c1OC | 1% | -11% | -9%
CC(C)NC(=O)C1CCN(C2CCN(C(=O)c3ccc4cccc(F)c4n3)CC2)CC1 | -9% | 3% | -1%
CC1CCN(CCCNC(=O)c2ccc3c(Cl)c4c(nc3c2)CCCC4)CC1 | 2% | 13µM* | 0%
Cc1ccccc1NS(=O)(=O)c1cc(C(=O)NCCSC2CCCCC2)ccc1C | 3% | u | -19%
NC(=O)c1ccc(NC(=O)COC(=O)CCCOc2ccccc2)cc1 | 2% | 5% | 2%
COc1ccc(N2C(=O)CC(N3CCN(c4ccc(Cl)cc4)CC3)C2=O)cc1 (stereo unspecified) | -7% | 2% | -23%
Cc1nc2ccccc2n1C1CC(=O)N(Cc2ccccc2)C1=O (stereo unspecified) | 4% | u | 0%
COC(=O)C(C)NC(=O)c1cn(-c2ccccc2OC)c(=O)c2ccccc12 (stereo unspecified) | -7% | -13% | -3%
COc1ccc(CNC(=O)[C@@H](NC(=O)C2CCN(C(=O)[C@@H](N)CC(C)C)CC2)C(C)C)cc1 | -11% | -7% | -5%
CCOc1ccc(C2N(c3ccc(F)cc3)C(=O)C3CCCN32)cc1OC (stereo unspecified) | -15% | 4% | -4%
COc1ccc(CCn2c(=N)c(C(=O)NC3CCCCC3)cc3c(=O)n4ccccc4nc32)cc1 | 4% | 6.5µM* | u
Cc1ccc(SCCC(=O)Nc2ccccc2C(=O)N2CCOCC2)cc1 | 2% | -20% | -2%
Cc1cccc(OCC(=O)N/N=C/c2ccc3c(c2)OCO3)c1 | 2% | 1% | -4%
Cc1onc(-c2ccccc2Cl)c1C(=O)N1CCN=C1SCc1cccnc1 | 2% | -14% | -1%
COc1ccc(-c2cc(C(F)(F)F)nc(SCC(=O)N(C)Cc3ccccc3)n2)cc1 | -10% | 23µM* | 10%
N#CC(C(=O)O)=C1CCCC1 | 20% | -2% | 1%
Oc1c(C=C2N=c3ccccc3=N2)sc(=S)n1-c1ccccc1 | 6% | u | -14%
COc1cccc(-c2nc(CS(=O)(=O)CC(=O)N3CCN(C)CC3)c(C)o2)c1 | 3% | -10% | -2%
CCOC(=O)N1CCC(NC(=O)CCc2cn(C)c3ccccc23)CC1 | -6% | -16% | -13%
CCOc1ccc(C(=O)Nc2ccc3c(c2)N(C(C)=O)CCC3)cc1OCC | 5% | u | 7%
CC(C)CNC(=O)/C(C#N)=C1\N=C(NC(=O)c2ccco2)c2ccccc21 | -30% | u | -1%
COc1ccc(-c2nnn(CC(=O)N(C3CCCCC3)C(C)C(=O)NC3CCCC3)n2)cc1OC (stereo unspecified) | -17% | u | -1%
CC1(c2nnc(-c3ccc(F)cc3)o2)CC(c2ccc(Cl)cc2)=NO1 (stereo unspecified) | -1% | -26% | -1%
O=C(NCC1CCCO1)c1cccc(S(=O)(=O)Nc2cccc(C(F)(F)F)c2)c1 (stereo unspecified) | 16% | u | 2%
C/C=C/c1ccc(OCCCN2C(=O)NC(C)(C)C2=O)c(OC)c1 | -2% | -24% | -22%
Cc1ccsc1/C=N/N1CCN(C2c3ccccc3-c3ccccc32)CC1 | 10% | u | -5%
CSc1ncccc1C(=O)Nc1cccc(S(=O)(=O)N2CCCCCC2)c1 | -20% | u | -8%
CC(=O)Nc1ccc(OCc2ccc(S(=O)(=O)Cc3ccccc3)cc2)cc1 | 16% | -10% | -17%
CC(C)(C)OC(=O)NCCCC[C@@H](C(=O)N1CCN(C(=O)OC(C)(C)C)CC1)n1cc(C(CO)NC(=O)OC(C)(C)C)nn1 (stereo partly specified) | 1% | -6% | -3%
CCN(CC)c1ccc(C=NCCc2ccc(S(N)(=O)=O)cc2)cc1 | 17% | 1% | -8%
Cn1c(=O)n(CC(=O)OCc2ccccc2)c(=O)c2c1nc1n2CCCN1C1CCCCC1 | -8% | u | x
CC(Oc1ccccc1)C(=O)NC1=NCCS1 (stereo unspecified) | 0% | 5% | 2%
O=C(NC1CCCCCCC1)c1c(Cl)cccc1Cl | -8% | 3% | x
O=C(N/N=C/c1ccc(OC(F)F)cc1)C1=COCCO1 | 3% | -15% | -5%
Cc1cccc(C)c1NC(=O)NCCc1c[nH]c2ccccc12 | 9% | u | -10%
O=C(Cc1ccc(F)cc1)NC1CC(=O)N(c2ccccc2)C1 (stereo unspecified) | -8% | 6% | 2%
CCCNC(=S)NC1CC2CCCC(C1)N2CC(C)C (stereo unspecified) | -6% | -8% | 1%
O=C1C(O)CCN1C1CCCCC1 (stereo unspecified) | 7% | -1% | x
O=C(NC1CC1)c1ccc2snnc2c1 | -5% | 34%[activator] | -5%
CCC(C)N(C(=O)c1csnn1)C(C(=O)NC1CCCC1)c1ccccc1F (stereo unspecified) | -4% | -29% | -1%

(list continues)
Compound | FEN1 inhibitor | TDP1 cell CPT | GCN5L2 inh
Cc1nc(C(C)NC(=O)c2ccc(OC3CCN(Cc4ccccn4)CC3)cc2)c(C)s1 (stereo unspecified) | 17% | -2% | -8%
CN(Cc1ccccc1)C(=O)c1cccc(NC(=O)C2CCCN(C(=O)OC(C)(C)C)C2)c1 (stereo unspecified) | 11% | 18µM* | -3%
CCOC(=O)CC(=O)CSc1nc(C)nc2c1oc1ccccc12 | -12% | -4% | -11%
Cc1c(O)c2ccccc2n(-c2ccccc2)c1=O | 8% | -1% | x
O=S(=O)(c1ccccc1Br)N1CCN(c2nc(-c3cccs3)nc3ccccc23)CC1 | -3% | u | x
COc1ccccc1-c1nc(N)n[nH]1 | 20% | 16% | u

High-throughput results as filed in PubChem.

An excerpt; the hit share may differ from the screen's.
